SENP7 block: SENP7 protease inhibition; Q9BQF6; recombinant SENP7, Z-RLRGG-aminoluciferin luminescence, 40 min; inhibition, % at 5 µM; 330,000 tested, 1.5% active;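 active means inhibition above about 50% at the single test dose, limit read from the data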;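 further: plate controls were DMSO with enzyme for no effect and no enzyme buffer wells for full effect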
SENP6 block: SENP6 protease inhibition | 330,000 tested, 1.8% active | AID 2599 | Recombinant SENP6 catalytic domain, aminoluciferin luminescence | Q9GZR1 | inhibition, % at 10 µM;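 active means inhibition above about 50% at the single tested dose, limit read from the data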;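 further: plate controls were DMSO wells with enzyme for no effect and DMSO wells lacking enzyme for full effect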
Target sequence (Q9GZR1 628-1112 limits assumed): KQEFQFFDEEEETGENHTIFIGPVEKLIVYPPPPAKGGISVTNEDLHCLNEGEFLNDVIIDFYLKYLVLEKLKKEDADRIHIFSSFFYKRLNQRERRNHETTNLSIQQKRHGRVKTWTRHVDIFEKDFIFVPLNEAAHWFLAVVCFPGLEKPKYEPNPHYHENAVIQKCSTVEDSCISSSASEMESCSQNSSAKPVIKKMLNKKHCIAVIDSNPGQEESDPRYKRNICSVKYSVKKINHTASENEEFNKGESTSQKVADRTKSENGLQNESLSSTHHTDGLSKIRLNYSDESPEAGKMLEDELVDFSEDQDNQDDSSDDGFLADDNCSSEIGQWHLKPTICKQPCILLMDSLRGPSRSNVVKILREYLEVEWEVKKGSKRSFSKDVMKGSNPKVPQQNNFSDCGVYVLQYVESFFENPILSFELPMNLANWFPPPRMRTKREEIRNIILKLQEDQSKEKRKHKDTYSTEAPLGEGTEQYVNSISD
SENP1 inh: inhibitors of human SENP1 SUMO protease catalytic domain; 360,000 tested, 0.21% active; Q9P0U3; inhibition, % at 10 µM; recombinant SENP1 catalytic domain, CyPet-SUMO1-YPet FRET cleavage; AID 624204;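 active means inhibition at least 30% at 10 µM, raw YFP signal under a set limit, fluorescence ratio 0.5 to 1.5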;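 further: 0% = enzyme with DMSO and 100% = no enzyme wells; some results filed as inactive read as strong as hits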
Target sequence (Q9P0U3 419-644 limits assumed): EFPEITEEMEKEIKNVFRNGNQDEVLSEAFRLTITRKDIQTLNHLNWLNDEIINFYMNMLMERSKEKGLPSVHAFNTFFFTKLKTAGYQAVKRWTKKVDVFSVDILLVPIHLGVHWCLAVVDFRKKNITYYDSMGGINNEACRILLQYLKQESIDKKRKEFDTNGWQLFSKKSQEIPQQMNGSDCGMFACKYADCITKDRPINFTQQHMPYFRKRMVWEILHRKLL
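Test system: human SENP1 catalytic domain; medium: Tris pH 8 buffer plus EDTA, NaCl, BME, BSA, NP40, catalase; incubation: 50 min reaction at room temperature; technique: FRET, CFP and YFP emission; controls: no-enzyme low control and enzyme-plus-DMSO high control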
PfGluPho inh: PfG6PD (Plasmodium falciparum) enzyme inhibition; PfGluPho enzyme, NADPH resazurin-diaphorase fluorescence; inhibition, % at 20 µM; 350,000 tested, 0.78% active; AID 504690;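 active means inhibition reaching at least a set limit at 20 µM in the primary screen, cut at about 59% in these data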;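 further: 0% = DMSO wells with substrate and 100% = DMSO wells lacking glucose-6-phosphate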
SENP8 block-1: inhibitors of human SENP8 protease; AID 2540; 330,000 tested, 1.2% active; purified SENP8, Z-RLRGG-aminoluciferin cleavage, luminescence; inhibition, % at 10 µM; Q96LD8; in the data active means inhibition above about 50%
Target sequence (Q96LD8 whole entry, looked up): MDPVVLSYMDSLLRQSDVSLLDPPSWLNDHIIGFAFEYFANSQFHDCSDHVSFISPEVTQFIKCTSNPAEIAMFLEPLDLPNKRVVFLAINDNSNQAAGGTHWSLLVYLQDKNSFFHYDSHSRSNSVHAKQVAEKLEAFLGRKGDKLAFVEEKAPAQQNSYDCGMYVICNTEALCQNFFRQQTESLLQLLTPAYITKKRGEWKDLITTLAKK
SENP8 block-2: blocks human SENP8 cleavage of Nedd8 substrate | AID 602440 | inhibition, % at 20 µM | Q96LD8 | 360,000 tested, 0.64% active | recombinant SENP8, Nedd8 substrate fluorescence; in the data active means inhibition mostly above about 40%, no sharp cut-off; inactive means mostly below about 27%
Apaf-1 inh: human Apaf-1 inhibition. O14727. reconstituted apoptosome caspase-3 activity, DEVD-Rh110 fluorescence. inhibition, % at 20 µM. 330,000 tested, 0.71% active. AID 489030; active means inhibition of at least 40% at 20 µM;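 further: plate controls were DMSO wells for no effect and DEVD-CHO caspase inhibitor wells for full effect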
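System: Apoptosome proteins | Medium: Hepes pH 7.5 with detergent and BSA | Also added: Cytochrome c trigger plus (Z-DEVD)2-Rh110 caspase-3 substrate | Incubation: 30 min compound preincubation, 50 min activation, room temperature | Detection: Rhodamine 110 fluorescence at Ex 480/Em 540 nm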
HKDC1 inh: inhibitors of human hexokinase HKDC1; Q2TB90; 340,000 tested, 0.16% active; inhibition, % at 20 µM; AID 493160; recombinant HKDC1, G6PDH/diaphorase resazurin coupled fluorescence;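 active means inhibition above about 35% when tested at 20 µM, limit read from the data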;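 further: plate controls were DMSO wells with enzyme for no effect and DMSO wells lacking enzyme for full effect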
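test system = in-house recombinant HK5 (HKDC1) enzyme | amount = HKDC1 at 5 µg/mL | control set = DMSO-enzyme wells negative, buffer-substituted wells positive | compound = one dose of 20 µM, 1% DMSO | schedule = reaction time 90 min, room temperature, protected from light | technique = resorufin fluorescence at 613 nm | reagent = glucose with 1 mM ATP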
The depositor's hits bear a star.

For O=C(CC1S/C(=N/N=C/c2c[nH]c3ccc(OCc4ccccc4)cc23)NC1=O)Nc1ccccc1 (stereo not drawn) the results were SENP7 block -2, SENP6 block -29, SENP1 inh -1, PfGluPho inh -15, SENP8 block-1 -8, SENP8 block-2 -84, Apaf-1 inh -14 and HKDC1 inh -8.
Screening Cc1cc(C)n(-c2nc(NCCCN(C)C)c3c4c(sc3n2)COC(C)(C)C4)n1 returned SENP7 block -15, SENP6 block -13, SENP1 inh 1, PfGluPho inh 10, SENP8 block-1 0, SENP8 block-2 -98, Apaf-1 inh -8 and HKDC1 inh 2.
Screening COCc1cc(C)nc2sc(C(=O)Nc3ccc(C(=O)OC)cc3)c(N)c12 returned SENP7 block 3, SENP6 block -11, SENP1 inh -34, PfGluPho inh 37, SENP8 block-1 11, SENP8 block-2 -434, Apaf-1 inh 7 and HKDC1 inh 0.
For O=C(COc1ncnc2sccc12)N1CCN(c2ccccc2)CC1 the results were SENP7 block 5, SENP6 block -18, SENP1 inh -72, PfGluPho inh 4, SENP8 block-1 1, SENP8 block-2 -30, Apaf-1 inh -10 and HKDC1 inh 5.
Screening COc1cc(C(=O)N2CCN(c3ccccc3OC)CC2)c([N+](=O)[O-])cc1OC returned SENP7 block 1, SENP6 block -3, SENP1 inh 1, PfGluPho inh -19, SENP8 block-1 -4, SENP8 block-2 8, Apaf-1 inh -7 and HKDC1 inh 10.
For C=CCN1C(c2ccccc2)=CS/C1=C(\C#N)c1nnc2n1CCCCC2 the results were SENP7 block 4, SENP6 block 1, SENP1 inh 0, PfGluPho inh 4, SENP8 block-1 6, SENP8 block-2 17, Apaf-1 inh -12 and HKDC1 inh -8.
`O=C(CSC(=S)N1CCCC1)c1cc(Br)cc(Br)c1O` gave SENP7 block 4, SENP6 block 8, PfGluPho inh -8, SENP8 block-1 2, Apaf-1 inh 16 and HKDC1 inh -6.
For Cc1ccc(C)c(S(=O)(=O)Nc2cc3c4c(c2)CCC(=O)N4CCC3)c1 the results were SENP7 block 6, SENP6 block -10, SENP1 inh 0, PfGluPho inh -13, SENP8 block-1 1, SENP8 block-2 -2, Apaf-1 inh 15 and HKDC1 inh -5.
For Clc1cccc(Cl)c1CN1CCN(c2ncccn2)CC1 the results were SENP7 block 6, SENP6 block -12, SENP1 inh 0, PfGluPho inh -4, SENP8 block-1 -14, SENP8 block-2 4, Apaf-1 inh 3 and HKDC1 inh 0.
Cc1cc(NC(=O)CCC(=O)N(c2ccccc2)C(C(=O)NC2CCCC2)c2cccs2)no1 (stereo not drawn) was read as SENP7 block -5, SENP6 block -7, SENP1 inh -2, PfGluPho inh 6, SENP8 block-1 -8, SENP8 block-2 26, Apaf-1 inh 9 and HKDC1 inh -4.
Screening CSc1nnc(-c2cnccn2)n1Cc1ccccc1 returned SENP7 block -10, SENP6 block -8, SENP1 inh 0, PfGluPho inh -10, SENP8 block-1 -6, SENP8 block-2 -15, Apaf-1 inh -10 and HKDC1 inh 9.
`Cc1ccccc1N1C(=O)CC(N2CCN(C(=O)c3ccco3)CC2)C1=O` (stereo not drawn) gave SENP7 block 3, SENP6 block -4, SENP1 inh 0, PfGluPho inh -1, SENP8 block-1 7, SENP8 block-2 6, Apaf-1 inh 2 and HKDC1 inh 4.
O=C(CSc1ccc2nnc(-c3ccc(Cl)cc3)n2n1)N1CCCC1 was read as SENP7 block 12, SENP6 block -1, SENP1 inh -2, PfGluPho inh 35, SENP8 block-1 -10, SENP8 block-2 -190, Apaf-1 inh 10 and HKDC1 inh -3.
CCOc1ccc(NS(=O)(=O)c2coc(C(N)=O)c2)cc1 was read as SENP7 block -11, SENP6 block -7, SENP1 inh 2, PfGluPho inh -12, SENP8 block-1 -18, SENP8 block-2 22, Apaf-1 inh 0 and HKDC1 inh 0.
For CCc1nnc(NS(=O)(=O)c2ccc(NC(=O)OC)cc2)s1 the results were SENP7 block -9, SENP6 block -28, SENP1 inh -2, PfGluPho inh -9, SENP8 block-1 4, SENP8 block-2 6, Apaf-1 inh -7 and HKDC1 inh 5.
`Cc1ccc([N+](=O)[O-])cc1S(=O)(=O)N1CCCC1` gave SENP7 block 3, SENP6 block -19, SENP1 inh 1, PfGluPho inh -6, SENP8 block-1 -6, SENP8 block-2 14, Apaf-1 inh -2 and HKDC1 inh -8.
For S=c1[nH]nc(-c2cc(-c3ccccc3)n[nH]2)n1/N=C/c1cccs1 the results were SENP7 block 7, SENP6 block -39, SENP1 inh 1, PfGluPho inh 16, SENP8 block-1 2, SENP8 block-2 20, Apaf-1 inh 13 and HKDC1 inh 0.
CC(=O)N/C(=C\c1ccc2c(c1)OCO2)C(=O)NC(C(=O)O)c1ccccc1 (stereo not drawn) was read as SENP7 block 0, SENP6 block -13, SENP1 inh -1, PfGluPho inh -17, SENP8 block-1 3, SENP8 block-2 7, Apaf-1 inh -10 and HKDC1 inh -2.
`COc1cc(/C=C/c2nc3ccc([N+](=O)[O-])cc3s2)ccc1OCC(=O)O` gave SENP7 block 9, SENP6 block -6, SENP8 block-1 -8 and Apaf-1 inh -8.
`COc1ccc(S(=O)(=O)NCCC(=O)OCC(=O)c2ccc[nH]2)cc1[N+](=O)[O-]` gave SENP7 block 13, SENP6 block -8, SENP1 inh -4, PfGluPho inh -7, SENP8 block-1 1, SENP8 block-2 -4, Apaf-1 inh -2 and HKDC1 inh -4.

Molecules above that contain a furan ring, fused or not:
`Cc1ccccc1N1C(=O)CC(N2CCN(C(=O)c3ccco3)CC2)C1=O` (stereo not drawn) gave SENP7 block 3, SENP6 block -4, SENP1 inh 0, PfGluPho inh -1, SENP8 block-1 7, SENP8 block-2 6, Apaf-1 inh 2 and HKDC1 inh 4.
CCOc1ccc(NS(=O)(=O)c2coc(C(N)=O)c2)cc1 was read as SENP7 block -11, SENP6 block -7, SENP1 inh 2, PfGluPho inh -12, SENP8 block-1 -18, SENP8 block-2 22, Apaf-1 inh 0 and HKDC1 inh 0.

Retrieved by structure from the entries so far:
CC(=O)N/C(=C\c1ccc2c(c1)OCO2)C(=O)NC(C(=O)O)c1ccccc1 (stereo not drawn) was read as SENP7 block 0, SENP6 block -13, SENP1 inh -1, PfGluPho inh -17, SENP8 block-1 3, SENP8 block-2 7, Apaf-1 inh -10 and HKDC1 inh -2.
For O=C(CC1S/C(=N/N=C/c2c[nH]c3ccc(OCc4ccccc4)cc23)NC1=O)Nc1ccccc1 (stereo not drawn) the results were SENP7 block -2, SENP6 block -29, SENP1 inh -1, PfGluPho inh -15, SENP8 block-1 -8, SENP8 block-2 -84, Apaf-1 inh -14 and HKDC1 inh -8.
Screening COCc1cc(C)nc2sc(C(=O)Nc3ccc(C(=O)OC)cc3)c(N)c12 returned SENP7 block 3, SENP6 block -11, SENP1 inh -34, PfGluPho inh 37, SENP8 block-1 11, SENP8 block-2 -434, Apaf-1 inh 7 and HKDC1 inh 0.
Screening CSc1nnc(-c2cnccn2)n1Cc1ccccc1 returned SENP7 block -10, SENP6 block -8, SENP1 inh 0, PfGluPho inh -10, SENP8 block-1 -6, SENP8 block-2 -15, Apaf-1 inh -10 and HKDC1 inh 9.

(next part)
Screening CN(C(=O)c1cc2ccccc2cc1O)C1CCCCC1 returned SENP7 block -6, SENP6 block -3, SENP1 inh 1, PfGluPho inh 7, SENP8 block-1 -6, SENP8 block-2 -24, Apaf-1 inh 2 and HKDC1 inh 5.
Screening CCCCN(C(=O)C1CC(=O)N(CCc2ccc(OC)c(OC)c2)C1)c1c(N)n(CCCC)c(=O)[nH]c1=O (stereo not drawn) returned SENP7 block 5, SENP6 block -5, SENP1 inh -12, PfGluPho inh -3, SENP8 block-1 15, SENP8 block-2 -42, Apaf-1 inh 0 and HKDC1 inh -8.
Cn1c(=O)c2c(nc(Br)n2CCSc2ncccn2)n(C)c1=O was read as SENP7 block 1, SENP6 block -32, SENP1 inh 3, PfGluPho inh -15, SENP8 block-1 -9, SENP8 block-2 15, Apaf-1 inh -15 and HKDC1 inh -5.
COc1ccccc1NC(=O)Cn1nc(C(F)(F)F)c2c1CCCC2 was read as SENP7 block 3, SENP6 block -9, SENP1 inh 2, PfGluPho inh -6, SENP8 block-1 -1, SENP8 block-2 13, Apaf-1 inh 15 and HKDC1 inh 4.
Cn1c(Cc2ccccc2)nnc1SCC(=O)N1CCOCC1 was read as SENP7 block 4, SENP6 block 5, SENP1 inh 0, PfGluPho inh 6, SENP8 block-1 -3, SENP8 block-2 15, Apaf-1 inh 13 and HKDC1 inh -2.
For O=C(NCCc1ccccc1)C(=O)NCC1(c2ccccc2)CCCC1 the results were SENP7 block 9, SENP6 block 7, SENP1 inh 2, PfGluPho inh -4, SENP8 block-1 7, SENP8 block-2 10, Apaf-1 inh -9 and HKDC1 inh -5.
Cc1c(C(=O)NCc2ccco2)oc2c(Cl)cccc12 was read as SENP7 block 6, SENP6 block 4, SENP1 inh 0, PfGluPho inh 7, SENP8 block-1 -3, SENP8 block-2 6, Apaf-1 inh 2 and HKDC1 inh -3.
Screening CN(CC(=O)Nc1cccc(F)c1)C(=O)c1cc(S(=O)(=O)N2CCCCC2)ccc1N1CCOCC1 returned SENP7 block -1, SENP6 block -9, SENP1 inh 0, PfGluPho inh 0, SENP8 block-1 5, SENP8 block-2 -1, Apaf-1 inh 8 and HKDC1 inh -2.
`Cc1cc(C)n(C(=O)CN(C)S(=O)(=O)c2ccc([N+](=O)[O-])cc2)n1` gave SENP7 block 6, SENP6 block -2, SENP1 inh 1, PfGluPho inh -11, SENP8 block-1 -2, SENP8 block-2 16, Apaf-1 inh 2 and HKDC1 inh 2.
`c1cc2nncn2nc1N1CCCC1` gave SENP7 block -12, SENP6 block -2, SENP1 inh 2, PfGluPho inh 5, SENP8 block-1 -4, SENP8 block-2 13, Apaf-1 inh 4 and HKDC1 inh 1.
O=C(O)C(Cc1c[nH]c2ccccc12)NS(=O)(=O)c1ccc(Br)cc1 (stereo not drawn) was read as SENP7 block 0, SENP6 block 13, SENP1 inh -4, PfGluPho inh 0, SENP8 block-1 1, SENP8 block-2 3, Apaf-1 inh 2 and HKDC1 inh -3.
COc1cccc(/C=N/NC(=O)c2cc3c(OC)cccc3[nH]2)c1OC was read as SENP7 block -1, SENP6 block -3, SENP1 inh 0, PfGluPho inh 10, SENP8 block-1 -8, SENP8 block-2 -406, Apaf-1 inh 17 and HKDC1 inh -2.
Cc1ccc(CNC(C)c2ccccc2)cc1 (stereo not drawn) was read as SENP7 block -4, SENP6 block 6, SENP1 inh 2, PfGluPho inh -4, SENP8 block-1 2, SENP8 block-2 26, Apaf-1 inh -10 and HKDC1 inh -7.
For CCOc1ccc(N2C(=O)CC(N)C2=O)cc1 (stereo not drawn) the results were SENP7 block -2, SENP6 block 9, SENP1 inh 0, PfGluPho inh 7, SENP8 block-1 2, SENP8 block-2 19, Apaf-1 inh -38 and HKDC1 inh -2.
O=C(N1CCOCC1)N1CCN(S(=O)(=O)c2ccccc2)C1 was read as SENP7 block -3, SENP6 block 7, SENP1 inh 0, PfGluPho inh -18, SENP8 block-1 3, SENP8 block-2 5, Apaf-1 inh -5 and HKDC1 inh -9.

Not a hit list; overall some 3.6% were active at least once.
